Screening results (PubChem)
USP1-UAF1 inh = Inhibitors of USP1/UAF1: Primary Screen; recombinant USP1/UAF1, Ub-Rhodamine cleavage fluorescence; Potency, µM (series often up to 57.1 µM), for inactives: at the top dose activity change, negative = inhibition, most hits filed as inhibitors; hit rate 0.23% among 390,000; note: % is set by controls: 0 for no effect and ±100 for the full control effect; nearly all actives have a fitted effect of over 60% in size; inactives centre near -12
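USP1/UAF1 complex (1 nM) preincubated 15 min at room temperature with compound, then Ub-Rho substrate (150 nM final) added. Kinetic fluorescence at 480/540 nm over 6 reads at 60 s intervals; 50 mM HEPES pH 7.8, 0.5 mM EDTA, 0.1 mg/ml BSA, 1 mM TCEP, 0.01% Tween-20.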
Vif-A3G inh = qHTS for Inhibitors of Vif-A3G Interactions: qHTS | Potency, µM (doses to about 46.1 µM), inactives show top-dose activity, negative = active, most hits filed as inhibitors | DNA dC->dU-editing enzyme APOBEC-3G (Homo sapiens), Q9HC16 | HeLa A3G-eYFP + Vif (tagged APOBEC3G with the HIV-1 protein that degrades it), YFP fluorescence, overnight | hit rate 0.076% among 410,000;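 note: % is set by controls: 0 for no effect and ±100 for the full control effect; nearly all actives have a fitted effect of over 60% in size; hits raise eYFP signal because A3G escapes Vif-driven loss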
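HeLa cells stably expressing Vif and C-terminally eYFP-tagged A3G, seeded overnight at 37 deg C, then exposed to compound by pintool overnight at 37 deg C. Rise in yellow fluorescence (Ex 488/Em 500-530, Acumen) marks blocked Vif-driven A3G degradation.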
ALOX12 inh = Primary qHTS assay for inhibitors of human arachidonate 12S-lipoxygenase (ALOX12): Round 2; Polyunsaturated fatty acid lipoxygenase ALOX12 (Homo sapiens), P18054; purified 12hLO, xylenol orange hydroperoxide absorbance; Potency, µM (doses to about 108 µM), for inactives: top-dose activity change, negative = inhibition, actives largely listed as inhibitors; hit rate 1.1% among 580,000; AID 1671190, 2021; note: % is set by controls: 0 for no effect and ±100 for the full control effect
Target sequence (P18054 whole entry, looked up): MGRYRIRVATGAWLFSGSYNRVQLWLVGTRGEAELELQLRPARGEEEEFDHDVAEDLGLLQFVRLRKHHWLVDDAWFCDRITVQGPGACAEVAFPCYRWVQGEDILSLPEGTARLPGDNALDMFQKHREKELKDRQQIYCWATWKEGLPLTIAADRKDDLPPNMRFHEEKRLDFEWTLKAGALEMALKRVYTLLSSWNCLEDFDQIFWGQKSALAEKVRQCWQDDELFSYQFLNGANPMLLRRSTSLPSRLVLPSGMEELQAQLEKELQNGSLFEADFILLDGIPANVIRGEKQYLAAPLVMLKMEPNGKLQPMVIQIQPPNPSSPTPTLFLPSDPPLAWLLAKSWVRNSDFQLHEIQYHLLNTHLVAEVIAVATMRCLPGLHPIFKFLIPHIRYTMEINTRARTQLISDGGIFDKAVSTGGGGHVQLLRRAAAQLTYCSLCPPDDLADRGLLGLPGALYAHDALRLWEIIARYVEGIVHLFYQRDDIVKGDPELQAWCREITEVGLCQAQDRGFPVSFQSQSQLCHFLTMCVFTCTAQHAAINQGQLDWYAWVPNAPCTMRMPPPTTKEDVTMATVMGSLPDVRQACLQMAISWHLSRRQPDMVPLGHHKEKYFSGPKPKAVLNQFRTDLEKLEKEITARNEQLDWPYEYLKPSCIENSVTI
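Hydroperoxide product was detected by ferrous iron/xylenol orange as the 573 to 405 nm absorbance ratio. Arachidonic acid at 40 uM (final) was turned over for 30 min at room temperature by 150 nM human 12hLO, pH 7.0 Hepes buffer, after 15 min compound preincubation.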
RXFP1 agonist = qHTS Assay for Agonists of the Relaxin Receptor RXFP1; AID 2676, 2010; HEK293T-RXFP1 cAMP TR-FRET, 30 min; response scale: percent of porcine relaxin response, buffer zero; Relaxin receptor 1 (Homo sapiens), Q9HBX9; Potency, µM (highest dose often 57.5 µM), for the others: top-dose activation, usual class: activators; hit rate 0.3% among 370,000; note: % is set by controls: 0 for no effect and ±100 for the full control effect; nearly all actives have a fitted effect of over 60% in size; many of its hits are not listed in these tables
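Agonist response is measured as cAMP accumulation in an RXFP1-transfected HEK293T line under PDE4 inhibition. Values are scaled between buffer-only and 29 nM porcine relaxin, and EC50s come from standard Hill equation fits.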
TrxR1 inh = qHTS Assay for Inhibitors of Mammalian Selenoprotein Thioredoxin Reductase 1 (TrxR1): qHTS | Thioredoxin reductase 1, cytoplasmic (Rattus norvegicus), O89049 | recombinant rTrxR1, NADPH fluorescence consumption, selenite substrate | Potency, µM (top dose mostly 114 µM), inactives show top-dose activity change, negative = inhibition, most hits filed as inhibitors | hit rate 1% among 390,000 | AID 588453, 2011; note: % is set by controls: 0 for no effect and ±100 for the full control effect; nearly all actives have a fitted effect of over 65% in size
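Rat TrxR1 (90 nM in the dispensed reagent) was pre-reduced with 400 uM NADPH for 5 min at room temperature, then incubated with compound for 15 min. After 400 uM selenite was added, NADPH fluorescence (Ex 340/Em 450 nm) was followed for 8 min.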
TrxR1 substrate = qHTS Assay for Substrates of Mammalian Selenoprotein Thioredoxin Reductase 1 (TrxR1): qHTS; Potency, µM (doses to about 114 µM), for the others: at the highest dose activity change, negative = substrate turnover; Thioredoxin reductase 1, cytoplasmic (Rattus norvegicus), O89049; hit rate 0.01% among 390,000; AID 588456, 2011; purified TrxR1 substrate turnover, NADPH consumption readout; note: % is set by controls: 0 for no effect and ±100 for the full control effect; nearly all actives have a fitted effect of over 50% in size
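Rat TrxR1, dispensed at 90 nM, was prereduced with 400 uM NADPH (final) for 5 min at ~22 deg C, then incubated with compound 15 min before 400 uM selenite. A first-read NADPH fluorescence drop versus no-compound background flagged substrates.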
IDH1 R132H inh = qHTS for Inhibitors of mutant isocitrate dehydrogenase 1 (IDH1): qHTS; AID 602179, 2012; Potency, µM (series often up to 76.6 µM), for the others: at the highest dose activity change, negative = inhibition, actives largely listed as inhibitors; Isocitrate dehydrogenase [NADP] cytoplasmic (Homo sapiens), O75874; IDH1-R132H enzyme, NADPH consumption, diaphorase/resazurin fluorescence; hit rate 0.093% among 390,000; note: % is set by controls: 0 for no effect and ±100 for the full control effect; nearly all actives have a fitted effect of over 65% in size
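IDH1-R132H (0.5 ug/mL dispensed) in pH 7.5 Tris buffer was preincubated 30 min with compound, then given a substrate mix of 0.016 mM NADPH and 2 mM alpha-KG for 80 min at room temperature; remaining NADPH was read by diaphorase/resazurin fluorescence.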
Vif-A3F inh = qHTS for Inhibitors of Vif-A3F Interactions: qHTS | AID 602313, 2012 | Potency, µM (highest dose often 46.1 µM), inactives show at the highest dose activity, negative = active | HeLa A3F-eYFP + Vif (tagged APOBEC3F with the HIV-1 protein that degrades it), YFP fluorescence increase | hit rate 0.2% among 390,000; note: % of control where 0% means no effect; nearly all actives have a fitted effect of over 65% in size
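HeLa cells stably expressing A3F-eYFP plus Vif, plated and incubated overnight at 37 deg C, then exposed to compounds overnight at 37 deg C. Blocked degradation read as raised yellow fluorescence (Ex 488/Em 500-530).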
RGS4 inhibitor = Inhibitors of Regulator of G Protein Signaling (RGS) 4: qHTS; hit rate 0.039% among 390,000; Transcreener GDP fluorescence polarization, RGS4-accelerated GTP hydrolysis; AID 504845, 2011; Regulator of G-protein signaling 4 (Homo sapiens), P49798; Potency, µM (series often up to 114 µM), for inactives: top-dose activity change, negative = inhibition, most hits filed as inhibitors; note: % is set by controls: 0 for no effect and ±100 for the full control effect; nearly all actives have a fitted effect of over 75% in size; some results filed as inactive show a strong effect at the top dose
Target sequence (P49798 whole entry, looked up): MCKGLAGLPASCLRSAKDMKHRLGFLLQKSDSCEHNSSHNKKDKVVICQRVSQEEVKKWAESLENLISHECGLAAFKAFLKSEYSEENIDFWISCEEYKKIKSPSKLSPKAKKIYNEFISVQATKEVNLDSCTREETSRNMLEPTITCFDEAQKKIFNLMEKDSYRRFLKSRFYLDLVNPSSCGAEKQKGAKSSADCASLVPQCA
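MLSMR compounds (23 nl, pin-transferred) preincubated 10 min at room temperature with a 500nM (2x) first reagent, then RGS4 at 900nM (2x) plus Transcreener GDP mix added; fluorescence polarization (620/688 nm) read before and after 90 min at 30 °C.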
Active calls of the source: *; ? = inconclusive; / = no result given; & = joins results of further samples; [ ] = remark or other dose. Calls come from the whole dose curve; as a rule, active = well fitted curve in the direction sought with a large enough effect; inconclusive = small, poorly fitted or top-dose-only effect, or another doubt; inactive = no such curve, though single readings can be large; an effect the other way counts as inactive or inconclusive. Potency is the fitted concentration of half-maximal effect. A portion of the library; the hit share may differ from the screen's.

SMILES	USP1-UAF1 inh	Vif-A3G inh	ALOX12 inh	RXFP1 agonist	TrxR1 inh	TrxR1 substrate	IDH1 R132H inh	Vif-A3F inh	RGS4 inhibitor
CCOC(=O)N1CCN=C1SCc1ccc(Cl)c(Cl)c1	-16.1%	-0.4%	1.4%	1.5%	-2.7%[57.1 µM]	4.4%[57.1 µM]	-0.2%	-23.1%	14.4%
CCN(Cc1nc2ccccc2c(=O)[nH]1)C(=O)COc1ccccc1Cc1ccccc1	-14.8%	-3.8%	-20.1%	-0.6%	1.9%[57.1 µM]	-2.6%[57.1 µM]	-13.1%	-2.1%	-1.2%
O=C(NCc1ccc2c(c1)OCO2)Nc1ccc(Cl)cc1	-7.4%	-0.3%	-11.2%	2.3%	19.4%	3.5%	3.7%	3.6%	?
CCN1CCc2c(sc(NC(=S)NC(=O)c3ccc(Cl)cc3)c2C(N)=O)C1	-5.9%	-12.7%	?	-6.1%	-6.3%[57.1 µM]	-6.0%	-1.2%	?	-41.8%
COc1ccc(OC)c(S(=O)(=O)Nc2cc3c4c(c2)CCC(=O)N4CCC3)c1	-13.9%	-0.9%	?	2.3%	-6.5%	-7.0%	10.3%	3.4%	-26.2%
CCNS(=O)(=O)c1ccc(NC(=O)c2ccc(Cn3cc([N+](=O)[O-])cn3)o2)cc1	-14.9%	-8.2%	-17.7%	-0.3%	-2.6%[57.1 µM]	-4.6%[57.1 µM]	-13.0%	17.4%	5.5%
COc1ccccc1CNC(=O)CCn1c(=O)c2ccccc2n(CC(=O)Nc2ccc(C)cc2)c1=O	-10.6%	?	?	-5.7%	15.2%	6.0%	3.6%	-23.8%	0.3%
CCN(/N=C/c1cccs1)c1cc(=O)n(C)c(=O)[nH]1	-5.0%	0.8%	79.3%[activator]	3.4%	-5.9%[57.1 µM]	-8.0%[57.1 µM]	7.4%	-2.3%	-2.6%
O=C(Nc1cccc2ccccc12)N1CC=C(c2ccccc2)CC1	-19.8%	-4.4%	?	0.0%	0.4%[57.1 µM]	12.4%[57.1 µM]	-3.7%	2.9%	-5.9%
Cc1ccc(S(=O)(=O)NC(C(=O)Oc2cc3oc(=O)cc(C)c3cc2Cl)C(C)C)cc1 (stereo not given)	?	-9.5%	-18.2%	8.0%	96.5%	123.3%[activator][57.1 µM]	0.6%	17.4%	-6.9%
COC(=O)CN(c1nc(C)cc(OC)n1)S(=O)(=O)c1ccc(C)cc1	-19.7%	-2.2%	4.5%	2.4%	5.6%[57.1 µM]	-13.6%	1.5%	-0.8%	0.2%
CC(C)C[C@H]1CN([C@@H](CC(C)C)CN2CCC[C@@H]2CN2C(=O)C(=O)NC[C@@H]2Cc2ccccc2)C(=O)C(=O)N1CCc1ccccc1	-16.9%	1.7%	-16.8%	/	3.0%	-1.6%	?	0.5%	23.8%
CSC(=S)N(C)C1CCS(=O)(=O)C1 (stereo not given)	-18.2%	1.0%	13.4%	-0.1%	-6.9%	-7.9%	1.7%	4.4%	29.2%
CCCCNc1c(-c2ccc(SC3CCCCC3)c(OC)c2)nc2ccc(C)cn12	?	-2.9%	?	/	74.9%[activator]	108.5%[activator]	0.3%	-11.0%	-11.9%
COc1ccccc1OCCOCCOc1ccc(C)cc1[N+](=O)[O-]	-16.6%	-0.3%	1.3%	-0.1%	-12.3%	-7.4%	2.8%	-0.6%	14.9%
O=C(Nc1ccccc1)OCCNC1CCCCC1	-7.9%	-0.5%	-26.9%	/	-1.2%[11.4 µM]	0.5%[11.4 µM]	-0.2%	10.6%	-19.1%
CC(NC(=O)COC(=O)Cn1cc(C(F)(F)F)ccc1=O)c1ccccc1 (stereo not given)	-20.4%	-6.3%	8.6%	/	7.2%	3.9%	-6.9%	3.1%	-3.3%
O=C(O)c1nn(CCOc2ccccc2F)c(=O)c2ccccc12	-2.8%	1.1%	-13.1%&34.6%	0.2%	0.9%	-2.3%	1.4%	-15.5%	-5.4%
O=C(CSc1nnc(NC(=O)Cc2ccccc2)s1)NCc1ccco1	-25.1%	1.8%	-3.5%	-1.3%	6.7%	1.6%	-0.6%	-0.4%	5.2%
Cc1onc(-c2ccccc2)c1C(=O)Nc1ccc2c(c1)OCO2	-15.6%	-1.2%	13.4%	-0.7%	21.4%[57.1 µM]	9.0%	1.9%	-11.7%	27.8%
Cc1ccc(CSc2ncccc2C(=O)O)cc1	-8.7%&-1.4%	-2.4%&-4.8%	-2.7%&0.0%	1.2%&2.5%	16.8%[57.1 µM]	3.3%[57.1 µM]	-7.0%&-0.8%	1.1%&0.0%	-9.5%&20.5%
CC(=O)Cc1c(C(=O)O)c(C)nn1-c1ccccc1	-9.1%	2.2%	1.5%	-2.0%	23.6%	9.4%	-10.1%	-0.1%	26.4%
COc1cc2c3c(c1OC)-c1cc4c(cc1CC3(C#N)N(C(=O)c1ccccc1)CC2)OCO4 (stereo not given)	-1.5%	-7.9%	-5.3%	/	-8.4%[11.4 µM]	5.4%[57.1 µM]	-2.5%	12.0%	31.9%
CCc1ccccc1NC(=O)c1nnn(CC(=O)Nc2ccccc2C)c1N	-2.9%	-1.3%	64.2%[activator][57.4 µM]	-0.7%	-4.0%	10.4%[57.1 µM]	-8.1%	0.2%	3.4%[11.4 µM]
Cn1c(NC(=O)c2ccco2)c(-c2ccccc2Cl)c(=O)c2ccccc21	-12.9%	0.7%	0.0%	-0.6%	-6.0%	-3.7%	4.8%	-7.1%	-37.4%

Going on with the list.
SMILES	USP1-UAF1 inh	Vif-A3G inh	ALOX12 inh	RXFP1 agonist	TrxR1 inh	TrxR1 substrate	IDH1 R132H inh	Vif-A3F inh	RGS4 inhibitor
O=S(=O)(NCC1CCCO1)c1ccc(S(=O)(=O)N(Cc2ccc(F)cc2)Cc2ccccn2)cc1 (stereo not given)	-10.2%	0.6%	17.3%	-0.4%	3.0%	3.9%	2.8%	3.3%	-23.5%
CCC1=Nc2cc(C(=O)O)ccc2Sc2ccccc21	-9.2%	-7.0%	-11.7%	2.4%	-3.9%	-3.9%	-4.9%	-5.8%	-4.8%
CCOC(=O)c1c(N)sc(C(C)=O)c1C	-17.3%	0.1%	?	8.2%	15.2%[57.1 µM]	11.2%[57.1 µM]	4.1%	0.8%	-50.7%
CCN(/N=C/c1ccc(Cl)cc1)c1cc(=O)n(C)c(=O)[nH]1	-4.2%	?	-8.9%	5.4%	-2.7%	-7.5%	9.6%	-9.0%	-14.5%
O=C(O)CSCC(=O)Nc1ccccc1	4.7%	4.4%	2.7%	/	-1.7%	-1.0%	5.4%	-10.3%	13.4%
COc1ccc2oc(C(=O)Nc3ccc(C)cn3)c(C)c2c1	-11.5%	1.2%	-25.7%	0.6%	3.4%[57.1 µM]	1.3%[57.1 µM]	-6.1%	?	-3.4%
O=C(CN1CCCCCCC1)N/N=C/c1ccc(F)cc1F	-4.7%	-3.0%	-14.1%	0.6%	20.9%	10.3%[57.1 µM]	5.3%	-1.0%	21.9%
CC(C)(C)c1ccc(-n2ncc3c2CCCC3NC(=O)CCN2CCCCC2=O)cc1 (stereo not given)	-21.8%	3.4%	123.1%[activator]	-2.6%	15.6%	0.5%	2.4%	-6.8%	-16.4%
CN1N=C(C(=O)N2CCCC(N3CCN(c4ccc(F)cc4)CC3)C2)CCC1=O (stereo not given)	-10.3%	-4.4%	41.4%[activator]	2.4%	-3.9%	-1.6%	-3.6%	7.3%	0.1%
CCC(C)(C)n1nnnc1C(c1ccc(C)cc1)N(Cc1ccco1)Cc1cccs1 (stereo not given)	-7.1%	1.9%	?	2.1%	4.9%	1.0%	5.1%	0.4%	15.7%
Cc1nc2cc(C(=O)N3c4ccccc4CC3C)ccc2s1 (stereo not given)	-10.0%	-22.4%	-13.6%	8.2%	12.7%[57.1 µM]	-22.0%[57.1 µM]	9.6%	-8.0%	-33.7%

Shown as comma-separated lines: entries from further up.
compound,USP1-UAF1 inh,Vif-A3G inh,ALOX12 inh,RXFP1 agonist,TrxR1 inh,TrxR1 substrate,IDH1 R132H inh,Vif-A3F inh,RGS4 inhibitor
O=S(=O)(NCC1CCCO1)c1ccc(S(=O)(=O)N(Cc2ccc(F)cc2)Cc2ccccn2)cc1 (stereo not given),-10.2%,0.6%,17.3%,-0.4%,3.0%,3.9%,2.8%,3.3%,-23.5%
CCC1=Nc2cc(C(=O)O)ccc2Sc2ccccc21,-9.2%,-7.0%,-11.7%,2.4%,-3.9%,-3.9%,-4.9%,-5.8%,-4.8%
